Rpn11 inh: blocks the human proteasome subunit Rpn11; O00487; human 26S proteasome, Ub4-pepOG fluorescence polarization; 20S core pre-blocked with epoxomicin; AID 588493; calls only at 20 µM; 360,000 tested, 0.59% active;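 active = inhibition at 20 µM, scaled to each plate's controls, above about 33%, limit read from the data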
STEP block: STEP (human) phosphatase inhibition | 360,000 tested, 0.25% active | inhibition, % at 20 µM | P54829 | recombinant STEP, OMFP fluorogenic substrate, fluorescence;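 active = inhibition at 20 µM, scaled per plate between control wells, above about 37%, limit read from the data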;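 also: 0% = DMSO with enzyme and substrate and 100% = substrate only without enzyme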
Target sequence (P54829 whole entry, looked up): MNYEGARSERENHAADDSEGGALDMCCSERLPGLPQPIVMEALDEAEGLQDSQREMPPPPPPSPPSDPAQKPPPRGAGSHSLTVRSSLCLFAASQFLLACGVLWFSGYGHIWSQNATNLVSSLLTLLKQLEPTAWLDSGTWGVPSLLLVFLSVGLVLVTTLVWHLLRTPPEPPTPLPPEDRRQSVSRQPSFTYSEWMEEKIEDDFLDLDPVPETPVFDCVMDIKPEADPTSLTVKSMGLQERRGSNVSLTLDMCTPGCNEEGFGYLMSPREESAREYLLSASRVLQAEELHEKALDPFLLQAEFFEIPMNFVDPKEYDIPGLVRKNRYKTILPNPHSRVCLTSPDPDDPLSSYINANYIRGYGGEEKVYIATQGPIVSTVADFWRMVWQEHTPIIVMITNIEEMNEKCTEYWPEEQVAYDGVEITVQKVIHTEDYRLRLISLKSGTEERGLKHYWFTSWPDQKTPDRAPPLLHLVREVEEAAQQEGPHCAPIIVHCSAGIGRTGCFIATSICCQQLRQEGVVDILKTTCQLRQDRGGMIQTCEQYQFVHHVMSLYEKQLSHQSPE
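System: STEP phosphatase, cell-free reaction; Buffer or medium: Bis-Tris pH 6.0 buffer with DTT, detergent; Incubation: 20 min at room temperature, dark; Measured by: fluorescence, 480/540 nm.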
SUMO1-SIM PPI: SUMO1-SIM interaction modulation; P63165; SUMO1 binding to a labelled peptide, TR-FRET, 1 h; inhibition, % at 20 µM; 360,000 tested, 0.33% active; AID 602429; in the data active = inhibition above about 37%
Target sequence (P63165 whole entry, looked up): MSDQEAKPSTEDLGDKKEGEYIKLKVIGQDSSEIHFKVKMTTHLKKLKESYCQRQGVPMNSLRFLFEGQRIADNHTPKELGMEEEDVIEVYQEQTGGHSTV
TbMetRS inhib: blocks T. brucei methionyl-tRNA synthetase activity; purified T. brucei MetRS, ATP depletion, Kinase-Glo luminescence; inhibition, % at 11.9 µM; 360,000 tested, 0.4% active; AID 624268;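 active = inhibition above a per-plate cutoff of the control wells' mean inhibition plus 3 SD, cut at about 5.5% in these data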;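 also: 0% = DMSO wells median and 100% = median of wells with control inhibitor compound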
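Material: parasite MetRS enzyme / Replication: singlicate, one well per compound / Signal: luminescence of leftover ATP / Schedule: 2 h aminoacylation at 25 °C after 15 min preincubation / Medium: HEPES-MgCl2-KCl buffer plus DTT, spermine, BSA, pyrophosphatase / Doses: 11.9 µM single point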
LMPTP inh: blocks human LMPTP phosphatase; 360,000 tested, 0.22% active; P24666; recombinant LMPTP-A, OMFP fluorogenic substrate, fluorescence intensity; inhibition, % at 20 µM;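 active = compounds that cut the enzyme signal by at least half of the control window in the single-dose screen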;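 also: plate controls were DMSO wells with enzyme plus substrate for no effect and substrate without enzyme for full effect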
Target sequence (P24666 whole entry, looked up): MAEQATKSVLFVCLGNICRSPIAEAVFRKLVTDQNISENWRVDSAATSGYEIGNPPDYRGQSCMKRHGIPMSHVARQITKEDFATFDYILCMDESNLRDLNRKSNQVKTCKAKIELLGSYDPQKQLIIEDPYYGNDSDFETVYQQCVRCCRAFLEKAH
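Material: LMPTP-A; amount: 0.625 nM enzyme; doses: single 20 µM dose; times: reaction 50 min, room temperature, dark; technique: fluorescence intensity of OMFP turnover product; benchmarks: no-enzyme and uninhibited controls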
DNMT1 block: blocks human DNA methyltransferase DNMT1 | AID 588458 | DNMT1 molecular beacon, Hinp1I cleavage, fluorescence | inhibition (reported as % activation of signal), % at 10 µM | P26358 | 360,000 tested, 0.83% active; in the data active = inhibition above about 50%
CSN inh: blocks human CSN-mediated cullin deneddylation | Purified CSN, SCF-Nedd8-OG deneddylation, fluorescence polarization | AID 651999 | 360,000 tested, 0.38% active | inhibition, % at 12.5 µM | Q92905;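 active = pattern-corrected inhibition above about 35%, with an unprinted fluorescence ratio check between 0.5 and 1.5, limit read from the data, passing the limit was not always enough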;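 also: 0% = enzyme with substrate and 100% = substrate without enzyme; some results filed as inactive read as strong as hits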
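Material: human Csn5 produced in HEK293T cells; Input: enzyme 0.24 nM; Reagent: SCFSkp2-Nedd8OG substrate at 10 nM final; Dosing: 12.5 µM compound; Incubation: 90 min reaction at room temperature; Detection: fluorescence polarization of the substrate; Evaluation: % inhibition of substrate cleavage by Csn5; Control set: substrate-only high control, full reaction low control.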
NadD inh: inhibitors of Staphylococcus aureus NadD. purified NadD enzyme, colorimetric absorbance read-out. inhibition, % at 20 µM. 360,000 tested, 0.78% active. AID 602399; in the data active = inhibition above about 26%; also: some compounds past the cut are filed as inactive
Scp1 inh: inhibitors of human Scp-1 phosphatase | 340,000 tested, 0.88% active | inhibition, % at 20 µM | Q9GZU7 | Recombinant Scp1, phosphopeptide, malachite green phosphate absorbance;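 active = inhibition above about 50% at 20 µM, limit read from the data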;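 also: plate controls were DMSO wells with enzyme for no effect and wells lacking enzyme for full effect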
Target sequence (Q9GZU7 76-261 limits assumed): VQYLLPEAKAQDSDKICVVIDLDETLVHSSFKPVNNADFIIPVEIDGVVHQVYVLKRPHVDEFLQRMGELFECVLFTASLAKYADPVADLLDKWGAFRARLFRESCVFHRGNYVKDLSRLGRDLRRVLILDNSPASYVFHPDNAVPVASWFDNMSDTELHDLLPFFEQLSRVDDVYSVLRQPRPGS
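assay system = SCP-1 phosphatase catalytic domain, residues 76-261 | buffer or medium = 50 mM Tris acetate pH 5.5, 0.005% Tween-20, 10 mM MgCl2 | incubation = enzyme reaction 45 min at room temperature, colour 5 min, stabilisation 30 min | signal = Phosphate-binding colour reagent, absorbance read at 630 nm | measure = % inhibition at 20 µM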
PABP1 MLLE inh: blocks PAM2 peptide binding to the PABP1 MLLE domain; GST-MLLE / FITC-PAM2 fluorescence polarization; inhibition, % at 20 µM; P11940; 360,000 tested, 0.36% active; in the data active = inhibition above about 35%, passing the limit was not always enough;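 also: plate controls were DMSO wells with GST-MLLE for no effect and wells lacking GST-MLLE protein for full effect; some results filed as inactive read as strong as hits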
* hit, by the source's call; i = inactive; x = no result given.

SMILES	Rpn11 inh	STEP block	SUMO1-SIM PPI	TbMetRS inhib	LMPTP inh	DNMT1 block	CSN inh	NadD inh	Scp1 inh	PABP1 MLLE inh
O=C(CCN1C(=O)c2ccccc2C1=O)NCCCn1ccnc1	i	-1	-8	0.0	-2.0	1	2	3	-1	3
O=S(=O)(Nc1cccc(S(=O)(=O)N2CCCC2)c1)c1ccc(Cl)cc1	i	-2	5	-0.2	-0.8	7	1	-6	-7	-10
CCOC(=O)C1=C(O)/C(=C/c2ccc(OCC(=O)O)c(OCC)c2)SC1=Nc1ccccc1	i	4	-12	-1.0	0.5	2	2	17	-4	15
O=C(c1ccc2c(c1)OCO2)N1CCN(S(=O)(=O)c2ccccc2)CC1	i	3	7	0.6	-0.3	0	-1	-1	-2	-4
CCOC(=O)c1[nH]c(=S)[nH]c1C	i	2	0	-0.1	0.5	0	3	-2	-5	16
COc1cccc(N2C(=NC(=O)CCc3ccccc3)SC3CS(=O)(=O)CC32)c1 (centres undefined)	i	5	12	-0.1	0.1	-3	0	1	-1	16
CCCCNC(=O)C(NC(=O)Cc1cc(C(F)(F)F)cc(C(F)(F)F)c1)C(=O)c1ccccc1 (centres undefined)	x	x	-4	-0.6	-3.3	x	2	x	x	x
CC(=O)N1Cc2ccccc2CC1C(=O)OCC(=O)c1c(N)n(C)c(=O)n(C)c1=O (centres undefined)	i	2	6	-0.4	0.1	1	11	-6	10	-5
Cc1ccccc1Cn1c(=O)n(Cc2ccco2)c(=O)c2ccccc21	i	3	-3	-1.0	0.6	-2	2	6	5	7
COCCNC(=O)CN(C(=O)CCC(=O)Nc1ccccn1)c1ccc(F)c(Cl)c1	i	-2	0	-1.3	0.1	6	1	-4	x	0
Cc1ccc(Cl)cc1NC(=O)N[C@@H](CC(C)C)C(=O)O	i	-3	-1	0.0	-1.7	-1	0	-1	-12	3
CN(Cc1ccccc1F)c1nc(-c2cccnc2)nc2ccccc12	i	1	10	-0.2	10	0	0	-8	-2	-13
O=C1CN(C(=O)c2cccc(F)c2)C(c2ccc(F)cc2)c2cc(F)ccc2N1 (centres undefined)	i	0	0	0.2	-1.2	-2	-2	2	-9	7
CCCS(=O)(=O)NC(=O)C1(C)CCN(C(=O)c2ccccc2F)C1 (centres undefined)	i	-2	4	-0.3	-2.1	2	2	1	x	-2
Cc1cc(C)nc(N/N=C2/CCSc3ccc(F)cc32)n1	i	0	-9	-0.5	0.9	-1	-3	3	-1	-120
Cc1ccc(OC(C)C(=O)Nc2ccc3c(c2)n(C)c(=O)n3C)cc1C (centres undefined)	i	0	4	-1.0	-1.8	0	-3	-9	-8	9
COc1ccc(N2CCN(C(CNC(=O)C(=O)NCC3CCCO3)c3ccco3)CC2)cc1 (centres undefined)	i	-2	1	0.1	-0.2	5	1	-7	-5	-5
O=C1CCCC2=C1CC(C(=O)OCc1ccccc1)C(=O)N2Cc1ccccc1 (centres undefined)	i	-2	-3	-1.9	-1.3	2	-4	-1	10	-5
ClC(Cl)(Cl)c1nc(N/N=C/c2ccncc2)c2ccccc2n1	i	-2	-2	-1.0	0.3	55*	1	-2	-4	9
NC(=O)CC(NC(=O)Cc1ccc(Cl)cc1)c1ccc(NC2CCCCCC2)c([N+](=O)[O-])c1 (centres undefined)	i	-1	-13	-0.2	0.8	-4	4	-18	1	-8
O=C(Nc1ccccc1Cl)c1ccccc1	i	-2	3	-0.4	-1.3	1	1	-11	-1	-12
Cc1cc(C(=O)Nc2ccc3c(c2)OCO3)cs1	i	-3	0	-1.1	2.0	-4	6	2	-8	-5
CSCCC(NC(=O)c1ccccc1)C(=O)NC1CCCC1 (centres undefined)	i	-2	-2	-0.2	-0.9	0	-4	2	-3	-4
COc1ccccc1S(=O)(=O)Cc1ccc(C(=O)N2CCN(c3cccc(Cl)c3)CC2)o1	i	4	10	-0.4	0.0	-4	2	2	-2	-5
NC(=O)COC(=O)c1cccc(S(=O)(=O)N2CCN(c3ccccc3)CC2)c1	i	1	2	-0.5	-0.8	2	5	5	6	-6
COc1ccccc1CNC(=O)COC(=O)c1ccc(-n2cnnn2)cc1	i	-4	-5	-0.4	-5.5	-3	-2	-4	-6	-7
O=c1[nH]c(CCC2CCCC2)nc2ccccc12	i	-8	6	0.2	-0.3	6	5	0	-9	-16
CCCn1c2ccccc2c2nnc(SCC(=O)OC)nc21	i	0	-17	0.0	-1.2	-2	0	1	-5	-1
O=C(OCC#CCSc1nnc(-c2ccc([N+](=O)[O-])cc2)o1)c1cccs1	i	4	-26	0.4	3.4	-2	4	2	-12	-24
COCCN1Cc2cccc(C(=O)N3CCN(c4ccccc4)CC3)c2C1=O	i	1	0	0.4	-0.5	2	0	-5	2	5
COc1ccccc1OCCN(C#N)c1nc(N(C)C)nc(N(C)C)n1	i	1	-2	0.8	0.4	5	2	-6	8	-2
COc1ccc(S(=O)(=O)N2CCCC(C(=O)NC3CC3)C2)cc1Cl (centres undefined)	i	-2	-1	-1.2	-0.1	2	0	-6	9	-1
O=C(COc1cc2oc(=O)cc(-c3ccccc3)c2cc1Cl)NCCN1CCOCC1	i	4	-17	-0.5	-0.6	0	2	2	17	-8
COc1ccc(Cl)cc1C(=O)Nn1cnc2ccccc2c1=O	i	-2	1	-0.3	-0.4	-2	-6	2	0	-17
Cc1ccc2[nH]cc(C(=O)CN3CCN(c4ccccn4)CC3)c2c1	i	-4	-1	-0.6	-1.6	-7	6	1	-7	0
O=C(Nc1ccccc1Cl)c1cccc(NC(=O)C2CCCC2)c1	i	0	4	0.2	-0.6	4	4	-6	-9	-6

14 of these compounds, reformatted:
Fields: Rpn11 inh, STEP block, SUMO1-SIM PPI, TbMetRS inhib, LMPTP inh, DNMT1 block, CSN inh, NadD inh, Scp1 inh, PABP1 MLLE inh
> O=C(CCN1C(=O)c2ccccc2C1=O)NCCCn1ccnc1
→ i, -1, -8, 0.0, -2.0, 1, 2, 3, -1, 3
> O=S(=O)(Nc1cccc(S(=O)(=O)N2CCCC2)c1)c1ccc(Cl)cc1
→ i, -2, 5, -0.2, -0.8, 7, 1, -6, -7, -10
> CCOC(=O)C1=C(O)/C(=C/c2ccc(OCC(=O)O)c(OCC)c2)SC1=Nc1ccccc1
→ i, 4, -12, -1.0, 0.5, 2, 2, 17, -4, 15
> O=C(c1ccc2c(c1)OCO2)N1CCN(S(=O)(=O)c2ccccc2)CC1
→ i, 3, 7, 0.6, -0.3, 0, -1, -1, -2, -4
> CCOC(=O)c1[nH]c(=S)[nH]c1C
→ i, 2, 0, -0.1, 0.5, 0, 3, -2, -5, 16
> COc1cccc(N2C(=NC(=O)CCc3ccccc3)SC3CS(=O)(=O)CC32)c1 (centres undefined)
→ i, 5, 12, -0.1, 0.1, -3, 0, 1, -1, 16
> CCCCNC(=O)C(NC(=O)Cc1cc(C(F)(F)F)cc(C(F)(F)F)c1)C(=O)c1ccccc1 (centres undefined)
→ x, x, -4, -0.6, -3.3, x, 2, x, x, x
> CC(=O)N1Cc2ccccc2CC1C(=O)OCC(=O)c1c(N)n(C)c(=O)n(C)c1=O (centres undefined)
→ i, 2, 6, -0.4, 0.1, 1, 11, -6, 10, -5
> Cc1ccccc1Cn1c(=O)n(Cc2ccco2)c(=O)c2ccccc21
→ i, 3, -3, -1.0, 0.6, -2, 2, 6, 5, 7
> COCCNC(=O)CN(C(=O)CCC(=O)Nc1ccccn1)c1ccc(F)c(Cl)c1
→ i, -2, 0, -1.3, 0.1, 6, 1, -4, x, 0
> Cc1ccc(Cl)cc1NC(=O)N[C@@H](CC(C)C)C(=O)O
→ i, -3, -1, 0.0, -1.7, -1, 0, -1, -12, 3
> CN(Cc1ccccc1F)c1nc(-c2cccnc2)nc2ccccc12
→ i, 1, 10, -0.2, 10, 0, 0, -8, -2, -13
> O=C1CN(C(=O)c2cccc(F)c2)C(c2ccc(F)cc2)c2cc(F)ccc2N1 (centres undefined)
→ i, 0, 0, 0.2, -1.2, -2, -2, 2, -9, 7
> CCCS(=O)(=O)NC(=O)C1(C)CCN(C(=O)c2ccccc2F)C1 (centres undefined)
→ i, -2, 4, -0.3, -2.1, 2, 2, 1, x, -2

Carrying on.
SMILES	Rpn11 inh	STEP block	SUMO1-SIM PPI	TbMetRS inhib	LMPTP inh	DNMT1 block	CSN inh	NadD inh	Scp1 inh	PABP1 MLLE inh
COc1ccc(Nc2nc(C)cc(C)c2C#N)cc1OC	i	-3	2	-0.3	0.9	1	4	11	-3	2
CCOC(=O)C1CCCN(C2=C(NS(=O)(=O)c3ccc(Br)cc3)C(=O)c3ccccc3C2=O)C1 (centres undefined)	i	2	-27	-0.1	4.4	-5	3	0	-9	5
NC(=O)CSc1nc2ccccc2c(=O)n1CCc1ccccc1	i	1	-4	-0.7	-0.6	-1	-2	-3	-9	-56
COc1ccc(C2C(C#N)=C(C)NC3=C2C(=O)c2ccccc23)cc1 (centres undefined)	i	1	-27	-0.2	1.0	-7	-1	3	-6	6
CN(CCOc1ccc(Cl)cc1)C(=O)c1ccccc1SCC(=O)N1CCCC1	i	2	4	-0.3	-0.5	0	3	7	-3	15
COc1ccc(-c2coc3cc(OC4OC(CO)C(O)C(O)C4O)cc(O)c3c2=O)cc1 (centres undefined)	i	-1	-3	-0.2	-0.6	4	1	5	-4	-4
COc1ccc(NC(=O)Cn2c(CCC(=O)O)ccc2-c2ccc(C)cc2)cc1	i	-2	1	0.2	3.0	-7	5	0	-6	-1
Cc1ccc(Nc2nc(-c3c(C)n(C)n(-c4ccccc4)c3=O)c(C)s2)cc1	i	-2	2	-0.6	0.0	-4	3	3	3	-33
CCOC(=O)/C(C#N)=C1/CCCCCN1C	i	4	1	-1.1	-2.4	3	2	-3	-7	3

From PubChem BioAssay
